Bioassay records from PubChem.
LDHA inh = qHTS assay for inhibitors of human lactate dehydrogenase; purified LDHA, NADH/diaphorase-resazurin fluorescence; active compounds read low; activity change, % (values are at about 110 or 230 µM); 480,000 tested, 0.15% active; AID 1347041, 2019; in the data active = activity change below about -30%;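 note: plate controls were DMSO wells for no effect and wells without enzyme for full effect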
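Human LDH5 at 2 nM final in Tris HCl pH 7.4 with 0.06 mM NADH and 0.2 mM pyruvate, reacted 5 minutes at room temperature. Remaining NADH coupled via diaphorase/resazurin; resorufin fluorescence read at 0 and 20 minutes, normalized to enzyme-free and DMSO wells.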
* marks the source's active call; other numbers are inactive results. This is a subset; the hit share may differ from the screen's.

entry	Molecule	LDHA inh
1	COc1cc(NC(=O)CN2C(=O)COc3cc(C(C)(C)C)ccc32)cc(OC)c1	3
2	COC(=O)CNC(=O)c1cc(-c2ccccc2)nc2ccccc12	-11
3	CCOc1c(/C=C/c2ccc3cccc(O)c3n2)cccc1OC	-24
4	O=C(NCCc1c[nH]c2ccccc12)C12CC3CC(CC(C3)C1)C2	-7
5	CCCc1nc2ccccc2c(C(=O)OC(C)C(=O)NC(N)=O)c1CC (stereo not drawn)	11
6	CCOCCCNC(=O)C1CC(=O)N(CCc2c[nH]c3ccc(F)cc23)C1 (stereo not drawn)	-14
7	CN(C)S(=O)(=O)N1CC=C(c2c[nH]c3ccccc23)CC1	1
8	CCCNC(=O)c1cccc(CNCc2ccc(F)cc2)c1	-2
9	Cc1sc(NCCC(C)C)nc1-c1ccc(NS(C)(=O)=O)cc1	-1
10	COc1ccc(OCC(=O)Nc2ccc(OC)c3ncccc23)cc1	15

(listing goes on)
entry	Molecule	LDHA inh
11	Cn1c[n+]([O-])c2ccccc21	2
12	O=C(CCOc1ccccc1)Nc1cnc2ccccc2c1	6
13	CCCCCCCCOc1ccc(/C=C(/C#N)c2nc3ccccc3[nH]2)cc1	-10
14	O=C(NC1CCCCCC1)c1cccc(Oc2ccccc2)c1	8
15	O=C(Nc1onc2c1CCCC2)c1cccc(Cl)c1	4
16	COc1ccc(-c2noc3ncnc(N4CCC(C(=O)NCCN5CCCCC5)CC4)c23)cc1	1
17	CN(C)c1ccc(C(=O)N2CCc3c(sc4ncnc(N)c34)C2)cc1	4
18	COC(=O)c1ccc(F)c(NC(=O)c2ccccc2OC(F)F)c1	-4
19	O=C(NCc1ccc(S(=O)(=O)N2CCCC2)cc1)c1n[nH]c2ccccc12	5
20	C=CCNCc1ccc(-c2cccc(Cl)c2C)o1	5

(continued)
entry	Molecule	LDHA inh
21	CC(=O)c1ccc(NC(=O)Cn2ccc3cc(Cl)ccc32)cc1	5
22	CC(C)(c1ccc(O)cc1)c1ccc(Cl)cc1	10
23	Cn1c(=O)n(C)c2cc(S(=O)(=O)c3ccc(F)cc3)c(NC(=O)Cc3ccccc3Cl)cc21	6
24	Oc1c(Br)cc(Cl)cc1Cc1cc(Cl)cc(Br)c1O	-2
25	Cn1cnc2c1c(=O)n(CC(=O)NC13CC4CC(CC(C4)C1)C3)c(=O)n2C	0
26	CCCCc1ccc2nc(NC(=O)c3ccc(F)cc3)sc2c1	-3
27	Cc1ccccc1-c1nc2cc(NC(=O)C(C)C)ccc2o1	4
28	O=C(Cn1nc(-c2ccccc2F)ccc1=O)NCc1ccccc1Cl	-2
29	C=CCNC(=O)C1CCN(Cc2ccc(Cl)cc2)CC1	2
30	O=C(c1ccccc1)c1ccc(OCC(=O)N(Cc2nc3ccccc3c(=O)[nH]2)CC2CCCO2)cc1 (stereo not drawn)	10

Later entries.
entry	Molecule	LDHA inh
31	Cc1ccc(C(=O)NCC(=O)N(C)Cc2ccc(-c3ccc(Br)cc3)o2)cc1	3
32	O=C(C[C@H]1CC[C@@H]2[C@H](COC[C@@H](O)CN2Cc2cccc(F)c2)O1)NCC1CCCCC1	-4
33	CCOc1ccc(C(=O)CCC(=O)NCC(=O)NC2CC2)cc1	0
34	Cc1cc2nc(-c3ccc(F)cc3)c(CC3CCCCC3)n2c(C)c1Br	-3
35	CN(Cc1cccs1)C(=O)c1cccc(S(=O)(=O)N(C)C)c1	8
36	CCCCOCCCNC(=O)c1cc(-c2ccncc2)nc2ccccc12	10
37	CC(C)c1ccc2c(c1)C1(CC(=O)Nc3c1sc(C(=O)O)c3-c1ccccc1)C(=O)N2C (stereo not drawn)	3
38	CC(C)CNc1nc(-c2ccc3c(c2)CC(C)N3S(C)(=O)=O)cs1 (stereo not drawn)	-2
39	CC(Sc1ccccc1)C(=O)N(Cc1ccco1)c1c(N)n(Cc2ccccc2)c(=O)[nH]c1=O (stereo not drawn)	-2
40	COc1cc(CN(CCN(C)C)Cc2ccccc2)cc(OC)c1OC	5

Shown field by field: entries from further up
36. CCCCOCCCNC(=O)c1cc(-c2ccncc2)nc2ccccc12
  LDHA inh = 10
37. CC(C)c1ccc2c(c1)C1(CC(=O)Nc3c1sc(C(=O)O)c3-c1ccccc1)C(=O)N2C (stereo not drawn)
  LDHA inh = 3

Going on with the list.
entry	Molecule	LDHA inh
41	CC1(C)Cc2ccccc2-c2nnc(-c3ccc(Br)o3)n21	-1
42	Cc1cccc(C)c1NC(=O)C1c2ccccc2OCC(=O)N1Cc1ccc2c(c1)OCO2 (stereo not drawn)	-3
43	C=CCOc1ccc(C(=O)Nc2cc(C)ccc2C)cc1	-12
44	C#CCN1CCC(CN(CC)CC)CC1	5
45	CC(C)(CO)NC(=O)c1ccc(Cl)cc1	2
46	Cc1ccc(-c2[nH]c3ccccc3c2C=O)cc1C	23
47	CC(C)(C)c1cc(Oc2cc(C(C)(C)C)cc(C(C)(C)C)c2O)c(O)c(C(C)(C)C)c1	7
48	O=C(COC(=O)c1cccc(-n2cccc2)c1)Nc1c(F)cccc1F	1
49	COC(=O)CCS(=O)(=O)c1ccc(C)c(C)c1	3
50	Cc1ccc(Cl)c(OC(C)C(=O)NN)c1 (stereo not drawn)	7

Additional records.
entry	Molecule	LDHA inh
51	Cn1c(COc2ccccc2Cl)n[nH]c1=S	0
52	CC(=O)c1ccc(OCc2ccccc2)cc1C	2
53	COc1cc(NC(=O)Nc2ccc(F)cc2F)c(OC)cc1Cl	8
54	S=C(NCCc1ccccc1)N/N=C/c1ccccc1Br	-5
55	NC(=O)C1CCN(c2nc(-c3ccc4c(c3)OCCCO4)cs2)CC1	-6
56	CC(NC(=O)/C(=C\c1cccc(Br)c1)NC(=O)c1ccco1)C(=O)O (stereo not drawn)	2
57	NC(=O)c1nn(CC(=O)Nc2cccc3cccnc23)c(=O)c2ccccc12	2
58	CCCCc1c(-c2cccc(Br)c2)ncn1CCc1ccccc1OC	0
59	COC(=O)COc1ccc2c3c(c(=O)oc2c1)CCC3	7
60	CCc1ccc(C(=O)COC(=O)C(NC(=O)c2ccc(CC)cc2)C(C)C)cc1 (stereo not drawn)	7

Going on with the list.
entry	Molecule	LDHA inh
61	CCOc1ccc(/C=C/c2nc(C#N)c(NCCCN3CCOCC3)o2)cc1	-21
62	CSc1nc(Nc2ccccc2)c(C#N)c(-c2ccccc2)n1	2
63	O=C(Nc1ccc(Cl)c(-c2nc3ccccc3o2)c1)c1cc([N+](=O)[O-])ccc1N1CCOCC1	4
64	COc1ccccc1-c1noc(CSc2nc3ccccc3o2)n1	0
65	O=C(C(Cc1ccccc1)N/C=C/C(=O)C(F)(F)F)N1CCN(CCc2ccccc2)CC1 (stereo not drawn)	7
66	CC(C)(C)c1cc(NC(=O)CS(=O)(=O)c2ccc(F)cc2)on1	-20
67	Fc1ccc(COc2cccc(-c3nnco3)c2)cc1	2
68	Cc1ccc(C)c(OC(=O)c2ccco2)c1C	2
69	CCNc1nc2ccccc2nc1C(C#N)S(=O)(=O)c1ccc(C)c(C)c1 (stereo not drawn)	-9
70	Cc1cccc2c(=O)c3c(O)cc(OCC(=O)Nc4ccc(Br)cc4)cc3oc12	-1

(next part)
entry	Molecule	LDHA inh
71	CS(=O)(=O)N1CCC(NS(=O)(=O)c2cccc(Cl)c2)CC1	7
72	CCc1cccc(Nc2nc(N)c(C(=O)c3ccccc3)s2)c1	3
73	CN(C)S(=O)(=O)c1ccccc1CNS(=O)(=O)c1ccc2c(c1)CCCC2	4
74	Cc1c(C(=O)N2CCN(c3ccccc3O)CC2)oc2c1C(=O)CC(C)(C)C2	-3
75	CCOC(=O)CCCNC(=O)COC(=O)c1cc(-c2cccs2)nc2ccccc12	7
76	CC(C)C[C@@H](COCc1ccc(C(F)(F)F)cc1)N1CCN(C(=O)c2ccc(C(F)(F)F)cc2)CCC1=O	2
77	O=C(Nc1cc(S(=O)(=O)N2CCCCC2)ccc1Oc1ccc(Cl)cc1)c1cnccn1	-2
78	Cc1ccc(-c2cc(C(=O)O)c3cccc(C)c3n2)s1	5
79	CC(C)CNC(=O)CSc1ncc(-c2ccc(F)cc2)o1	8
80	Cc1ccc(NC(=S)NCCCO)cc1	-1

Remaining list, next part
entry	Molecule	LDHA inh
81	CC(C)C(NC(=O)c1ccccc1)c1nnc(SCC(=O)c2ccc(F)cc2)n1C (stereo not drawn)	4
82	Cc1cc(/C=C(\C#N)c2cccc(C(F)(F)F)c2)c(C)n1C	10
83	O=C(CCc1nc(CSc2n[nH]c(-c3cccc(F)c3)n2)no1)Nc1ccc2ccccc2c1	4
84	CCCNCc1ccsc1	-2
85	CCc1nc(SCc2coc(-c3cccc(Cl)c3)n2)n[nH]1	-6
86	CCCNC(=O)C12CC3CCC(CC(C3)C1)C2	9
87	Cc1cc(C)cc(Nc2nc3ccccc3nc2NS(=O)(=O)c2ccc(F)cc2)c1	2
88	COc1ccc(-c2c(NC(=O)c3ccc([N+](=O)[O-])cc3)oc3ccccc3c2=O)cc1OC	0
89	Cc1cc(CNC(=O)c2nccnc2N)ccc1F	-2
90	COc1ccc(C)cc1-n1ccnc1SCC(=O)Nc1nccs1	6

(list continues)
entry	Molecule	LDHA inh
91	Cc1ccc(C(C(=O)NC2CCCCC2)N(C)c2ccccc2)cc1 (stereo not drawn)	-12
92	c1cncc(-c2nc(Sc3nnnn3C3CCCC3)c3ccccc3n2)c1	-4
93	CCC1c2ccsc2CCN1C(=O)CNC(=O)c1ccc(Cl)c(Cl)c1 (stereo not drawn)	2
94	CCCCCCCCOc1ccc(/C=C/C(=O)O)cc1	-2
95	Cc1ccc(/C=C/C(=O)c2ccc(C#N)cc2)s1	5
96	COc1ccc(CNC(=O)C(C)SCCO)cc1OC (stereo not drawn)	1
97	Cc1cc(C)n(CCc2nc3cc(NC(=O)COc4ccccc4)ccc3n2C)n1	-13
98	Cc1ccccc1CN1CCN(c2nc3c(c(=O)[nH]c(=O)n3C)n2Cc2ccc(F)cc2)CC1	1
99	CCN(CC)S(=O)(=O)c1cc([N+](=O)[O-])ccc1N/N=C/c1cccs1	-7
100	O=C(CCn1c(-c2ccccc2)cc2ccccc21)N1CCN(CCO)CC1	-19

Continued.
entry	Molecule	LDHA inh
101	Cc1ccc(-c2c(C(N)=O)c(C)nc3sc4c(c23)CCC4)cc1	-7
102	O=C(Nc1ccc(Br)cc1)c1nc2ccccc2nc1N1CCCCC1	0
103	COc1ccc2c(C)c(-c3ccccc3)c(=O)oc2c1	-2
104	COC(=O)[C@]12CCCCC=C1N(CCc1ccc(OC)c(OC)c1)C(=O)[C@H](CC(=O)N1CCN(C(=O)C3CC3)CC1)C2	3
105	O=C(NCC(=O)N1CCCC1c1ccccc1)c1ccc(F)cc1 (stereo not drawn)	2
106	C[C@@H]1C[C@H](C)CN(C(C(=O)O)c2cn(Cc3ccccc3)c3cc(C(=O)O)ccc23)C1 (stereo partly drawn)	-1
107	CC(Cc1ccccc1)NC(=O)C1(c2ccccc2)CCCC1 (stereo not drawn)	-3
108	CC(NC(=O)CSc1nnc(COc2ccc(Cl)cc2)n1C)c1ccc(F)cc1 (stereo not drawn)	-1
109	CN(C)S(=O)(=O)c1ccc(=O)n(Cc2ncc(-c3ccc(F)cc3)o2)c1	-12
110	COc1ccc(OC)c(-c2csc(NC(=O)c3nn(C(C)C)c(=O)c4ccccc34)n2)c1	-4

Further results follow.
entry	Molecule	LDHA inh
111	CC1=C(C(=O)OC(C)(C)C)C(c2ccc(Cl)cc2)C(C#N)=C(N)O1 (stereo not drawn)	11
112	COc1ccc(-c2c(C)oc3cc(OCC(=O)O)ccc3c2=O)cc1OC	3
113	CC(C)Sc1nc2c(c(=O)n(C)c(=O)n2C)n1Cc1ccccc1	6
114	CN(Cc1cccs1)C(=O)c1ccc(S(C)(=O)=O)cc1	0
115	CN(C)C(=O)c1cc2c(c(-c3cccc(-c4ccccc4F)c3)n1)[C@@H](CCO)N(S(C)(=O)=O)C2	1
116	CCc1nnc(NC(=O)c2nnn(-c3ccccc3OC)c2C)s1	-3
117	COc1ccc(Cl)cc1NC(=O)CCc1ncc(-c2c(F)cccc2F)o1	3
118	Cc1cc(NC2CCCCC2)c2ccccc2n1	-4
119	O=C(CSc1ccc2ccccc2n1)N(C1CC1)C1CCS(=O)(=O)C1 (stereo not drawn)	-6
120	CCOc1ccc(-n2nnc3c(=O)n(Cc4nc(-c5ccc(SC)cc5)no4)cnc32)cc1	-10

An excerpt of these results, with each value named.
[116] CCc1nnc(NC(=O)c2nnn(-c3ccccc3OC)c2C)s1
  LDHA inh = -3

[117] COc1ccc(Cl)cc1NC(=O)CCc1ncc(-c2c(F)cccc2F)o1
  LDHA inh = 3

[118] Cc1cc(NC2CCCCC2)c2ccccc2n1
  LDHA inh = -4

[119] O=C(CSc1ccc2ccccc2n1)N(C1CC1)C1CCS(=O)(=O)C1 (stereo not drawn)
  LDHA inh = -6

Other entries follow.
entry	Molecule	LDHA inh
121	S=c1[nH]c(-c2cccc(Cl)c2)cs1	-8
122	CC(C)N(C(=O)Cn1c(CN2CCCCC2)nc2ccccc21)c1ccccc1	-5
123	COC(=O)C1=C(c2ccccc2)c2ccccc2S(=O)(=O)N1CC(=O)Nc1ccc(F)cc1F	3
124	O=C(Nc1ccc(F)cc1)C(c1ccccc1)N1CCN(c2cccc(C(F)(F)F)n2)CC1 (stereo not drawn)	-11
125	CCCCn1c(SCC(=O)c2ccc(Cl)cc2)nc2c1c(=O)[nH]c(=O)n2C	-1
126	CN(CCC#N)C(=O)COC(=O)c1nn(Cc2ccccc2)c(=O)c2ccccc12	2
127	O=C(O)c1cc2cccc(Cl)c2[nH]1	3
128	O=C(CSc1ncnc2ccccc12)Nc1ccc(F)c(F)c1	-3
129	CSc1cccc(NC(=O)CCc2ncc(-c3c(F)cccc3F)o2)c1	3
130	CC1CCc2[nH]c3ccc(C(=O)Nc4ccc(F)cc4)cc3c2C1 (stereo not drawn)	-1

More results follow.
entry	Molecule	LDHA inh
131	CCc1ccccc1NC(=O)CSC1=NS(=O)(=O)c2ccc(C)cc2N1	-2
132	O=C(NCc1ccc(-n2cccn2)cc1)c1ccc(F)cc1Br	1
133	NC(=O)C1Cc2ccccc2CN1 (stereo not drawn)	-7
134	Cc1ccc(C(=O)c2ccccc2C(=O)OCC(=O)c2cccs2)cc1C	-1
135	O=C(Cn1nc(C(=O)O)c2ccccc2c1=O)Nc1ccc(Oc2ccccc2)cc1	28
